Screening data deposited in PubChem BioAssay by several laboratories.
P. falciparum M17LAP: P. falciparum M17LAP inhibitors, primary screen, biochemical, fluorogenic H-Leu-NHMec substrate, 1536-well (AID 1619); Leucine aminopeptidase (Plasmodium falciparum (isolate 3D7)); recombinant M17LAP, H-Leu-NHMec fluorogenic kinetic assay; higher % means a stronger effect; inhibition, % at 30 µM; hits with a dose series show IC50 in µM; actives 0.38% (n = 220,000);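 active = compound inhibiting the enzyme by more than half at any dose during confirmatory dose-response retesting; inconclusive = strong single-dose inhibitors picked by rank but not retested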;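 also: plate controls were full reaction with DMSO carrier for no effect and no enzyme background for full effect; strong numbers were not always called active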
Autophagy HCS: autophagy modulators in MEF cells, primary screen, imaging, high-content, MEF GFP-LC3; calls only at 10 µM (by protocol); AID 463193, 2010; MEF GFP-LC3 puncta imaging; test concentration mostly 10 µM; actives 0.98% (n = 190,000);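 active = percentage of spot-positive cells more than 3 SD above its plate mean, without a fluorescence outlier flag or 80% toxicity; inconclusive = no clear call, values can overlap the other calls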;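 also: spot-positive cell cutoff set from DMSO-treated cells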
MT stabilize HCS: microtubule stabilizers in HeLa cells, primary screen, imaging, high-content imaging; AID 2205, 2009; actives 0.83% (n = 200,000); HeLa tubulin immunostaining HCS, 24 h; share of cells brighter than vehicle mean+2SD; % tubulin-high responders, % at 10 µM;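 active = plate Z-score above 3 for both tubulin-high and condensed-nucleus cell shares, with cell loss under 80%, at 10 µM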;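 also: anti alpha tubulin signal scored within the nucleus-defined area of each cell; some results filed as inactive read as strong as hits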
UTI89 phage lysis: inhibition of K1F phage lysis, E. coli UTI89, bacterial capsule biogenesis inhibitors, alamar blue (AID 488966). E. coli UTI89 K1F phage lysis, alamar blue, 2 h; higher % means a stronger effect. one-dose inhibition, % at 100 µM; IC50 in µM for titrated hits. actives 0.02% (n = 340,000);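 active = phage lysis inhibition, versus mean bacterial control, above a set limit; inconclusive = no clear call, values can overlap the other calls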;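 also: capsule biogenesis inhibitors block K1F phage lysis so surviving cells raise fluorescence; higher fluorescence means more inhibition of phage lysis; actives were called in the ten point dose series up to 300 µM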
Dynein transport: inhibitors of GR-EGFP nuclear translocation, primary screen, dynein cargo transport inhibitor project, imaging, high-content, 3617.4 mouse cells. test concentration mostly 20 µM; stimulated with dexamethasone, 1 µM; stronger effect = lower value. z-score, hits read low. actives 0.47% (n = 220,000). AID 1381, 2008;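 active = plate z-score of nuclear minus cytoplasmic receptor signal below a set negative limit, without overly bright fluorescence or cell loss, cut at about -3.5 in these data, passing the limit was not always enough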;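 also: z-score of nuclear minus cytoplasmic ring GR-EGFP intensity difference per well; some compounds called inactive have numbers as strong as hits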
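Also added: dexamethasone, 1.0 µM final. Medium: tet-free, stripped-serum medium. Detection: fixed, Hoechst-stained cells imaged at 10x for EGFP. Read-out: nuclear-to-cytoplasmic GR-EGFP distribution per well. Times: induction 48 h, compound 1 h, agonist 30 min.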
Ins promoter up: insulin promoter activators in MIN6 cells, imaging, high-content screening, mouse beta cells; MIN6 insulin promoter-GFP reporter; stronger effect = higher value; z-score at 5 µM; actives 0.3% (n = 190,000); AID 1625, 2009;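 active = z-score above 3 at 5 µM with at least 500 cells counted in the well; inconclusive = wells under 500 cells, flagged as cytotoxic or low count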
M1AAP inhibition: P. falciparum M1AAP inhibitors, biochemical, fluorogenic H-Leu-NHMec substrate, 1536-well (AID 1445); one-dose inhibition, % at 30 µM; IC50 in µM for titrated hits; Aminopeptidase N (Plasmodium falciparum (isolate 3D7)); actives 0.42% (n = 220,000); recombinant M1AAP, H-Leu-NHMec fluorogenic kinetic assay; higher % means a stronger effect;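 active = primary inhibition above the hit cutoff, then over 50% inhibition at one or more dose response concentrations, cut at about 23% in these data, passing the limit was not always enough; inconclusive = conflicting primary data, or primary hits not chosen for dose response; inactive = low primary inhibition, or under 50% at every dose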;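 also: plate controls were DMSO full reaction for no effect and no enzyme background for full effect; strong numbers were not always called active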
bCat nuc transl: modulators of beta-catenin nuclear translocation, primary screen, imaging, HeLa cells, immunofluorescence, high-content. nuclear translocation activity, % at 5 µM. actives 0.3% (n = 190,000);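 active = nuclear translocation activity above 50% at 5 µM, with a well cell count of 50 or more; inconclusive = wells under 50 cells across six images, flagged as toxic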;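 also: per-cell ratio of nuclear to cytoplasmic median beta-catenin stain intensity; plate controls were DMSO negative control for no effect and GSK-3 inhibitor IX positive control for full effect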
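Technique: fluorescence imaging of beta-catenin antibody stain plus DAPI / Material: human HeLa cell line / Incubation: compound treatment 24 h, 37°C, 5% CO2 / Read-out basis: % activation of per-cell nuclear versus cytoplasmic median beta-catenin signal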
CSM14.1 death rescue: rescue of cells from ER stress-induced death, primary screen, 384-well, CSM14.1, thapsigargin, ATP luminescence (AID 1222). CSM14.1 thapsigargin-induced death rescue, ATP luminescence; higher % means a stronger effect. cellular ATP content (survival), % at 20 µM, or EC50 in µM where a hit was titrated. 190,000 tested, under 10 active;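 active = EC50 below 50 µM in the dose-response confirmation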;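 also: death triggered by thapsigargin at about 15 µM added after 2 h compound pretreatment; cell ATP read after overnight thapsigargin exposure of roughly 18 to 22 hours; normalized against plate controls of thapsigargin alone and 5% DMSO vehicle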
Dynein transport cytoplasmic EGFP: recorded beside Dynein transport, whose call it bears; z-score; measured here: cytoplasmic GR-EGFP intensity; stronger effect = higher value
Dynein transport nuclear GR-EGFP: further read-out of Dynein transport, marked with its call; z-score; measured here: nuclear GR-EGFP intensity;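 lower value marks the stronger effect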
Dynein transport cell count: also measured in Dynein transport; calls as there; z-score; measured here: cell count per field
Ins promoter up cell count: also measured in Ins promoter up; calls as there; cell count; measured here: cytotoxicity, nuclei count;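 total cells summed across four imaged fields per well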
bCat nuc transl cell count 5 µM: further read-out of bCat nuc transl, marked with its call; cell count; measured here: cell count, cytotoxicity flag
MT stabilize HCS Hoechst-high %: also measured in MT stabilize HCS; calls as there; % Hoechst-high responders; measured here: nuclear condensation Hoechst responders;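 share of cells brighter than vehicle mean plus two SD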
MT stabilize HCS cytotoxicity %: second read-out of MT stabilize HCS, no call of its own (marks repeat the call); toxicity, %; measured here: cytotoxicity by cell density;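 0% = mean cell density of plate MIN control wells and 100% = no cells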
Autophagy HCS cell loss 18 h: further read-out of Autophagy HCS, marked with its call; toxicity, %; measured here: cell loss, nuclei count;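 cell loss after 18 h compound exposure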
Starred values were filed as active, the others as inactive; i = inactive; ? = inconclusive; . = no result given; [ ] = dose if it differs, or a comment.

structure | Autophagy HCS cell loss 18 h | MT stabilize HCS | Ins promoter up | Ins promoter up cell count | CSM14.1 death rescue | M1AAP inhibition | MT stabilize HCS Hoechst-high % | Dynein transport | Dynein transport cell count | bCat nuc transl | Dynein transport nuclear GR-EGFP | UTI89 phage lysis | Dynein transport cytoplasmic EGFP | MT stabilize HCS cytotoxicity % | Autophagy HCS | P. falciparum M17LAP | bCat nuc transl cell count 5 µM
CCC(=O)N1CN(S(=O)(=O)c2ccc(C)cc2)CC1C (stereo unspecified) | 8 | 2.9 | . | . | 0.2% | -3% | 2.8 | 0.35 | 0.17 | -3.7 | 0.017 | 0.6% | -0.29 | 5.6 | i | 13% | 917
Cc1cccc(NC(=S)NCc2cccs2)c1 | 27 | 4.5 | 0.09 | 1559 | -2.3% | -1% | 2.0 | 0.85 | -0.66 | -2.7 | 0.79 | 0.2% | 0.095 | 3.1 | i | -4% | 1011
Cc1onc(-c2ccccc2Cl)c1C(=O)N1CCOC12CCCCC2 | 7 | 1.3 | . | . | -0.2% | 2% | 1.6 | -0.59 | 0.67 | 0.2 | -0.1 | 0.3% | -0.29 | 8.1 | i | 0% | 1495
COc1ccc(-n2cnnc2SCC(=O)c2ccc(S(=O)(=O)N3CCOCC3)cc2)cc1 | 17 | 2.3 | 0.08 | 1079 | 0.6% | 13% | 1.7 | 1.6 | -1.1 | -0.1 | 1.8 | 0.2% | 0.19 | 4.3 | i | -3% | 782
COc1ccc(OC)c(-n2nnnc2SCC(=O)NCCc2ccccc2)c1 | -1 | 5.5 | 0.21 | 1334 | -0.2% | 4% | 1.3 | 2 | -1.3 | -1.1 | 1.3 | 0.6% | -0.4 | 2.8 | i | -7% | 942
Cc1nn(C)c(C)c1C1Nc2ccccc2C(=O)N1O (stereo unspecified) | -3 | 3.2 | -0.14 | 1122 | -1.1% | -1% | 2.2 | -0.32 | -0.92 | 1.7 | -0.036 | 0.8% | -0.24 | 3.4 | i | 12% | 957
COc1ccc(-n2c(Cc3ccccc3)nnc2SCC(=O)N2CCCc3ccccc32)cc1 | 0 | 2.4 | -1.2 | 657 | 0.5% | 8% | 1.0 | 0.46 | 0.28 | -1.3 | 0.13 | 3.1% | -0.29 | 6.2 | i | 4% | 1217
COc1ccc(CC(=O)Nc2cc(S(=O)(=O)N3CCOCC3)ccc2N2CCOCC2)cc1 | 0 | 8.2 | 0.2 | 1633 | -0.5% | 0% | 1.5 | -0.25 | 0.67 | -4.8 | 0.11 | -0.1% | -0.24 | 7.4 | i | 3% | 1110
O=c1[nH]c(Nc2nc3ccccc3o2)nc2c1CCCC2 | . | 2.9 | -0.25 | 1540 | -1.7% | 34% | 2.5 | 0.098 | 0.2 | 14 | 0.22 | 0.7% | -0.18 | 1.0 | ? | 5% | 1289
COc1ccc(-c2csc(-n3ncc(-c4ccccn4)c3N)n2)cc1 | -11 | 2.1 | -0.61 | 1004 | 1.0% | 5% | 1.2 | 1.1 | -1.6 | 2.8 | 0.22 | 0.2% | -0.092 | 1.4 | i | 2% | 1049
Cc1ccc(-c2nc(SCC(=O)N(C)C3CCS(=O)(=O)C3)[nH]c2-c2ccc(C)cc2)cc1 (stereo unspecified) | -10 | 2.2 | . | . | 0.6% | 7% | 1.3 | -0.058 | 0.59 | 1.1 | 0.4 | 0.4% | -0.25 | 8.0 | i | -4% | 1041
O=c1[nH]c2ccc(S(=O)(=O)N3CCN(c4ccc(F)cc4)CC3)cc2o1 | . | . | -0.44 | 1354 | . | -2% | . | -0.57 | -0.25 | -0.2 | -0.23 | 0.0% | -0.066 | . | . | -3% | 1281
C=CCNC(=S)N1CC2(C)CN(C(=S)NCC=C)CC(C)(C1)C2=O | . | . | -0.32 | 1389 | . | 1% | . | -0.28 | 0.46 | 1.7 | -0.41 | -0.2% | -0.25 | . | . | 1% | 1237
Cc1ccccc1C(=O)Nc1cccc(NC(=O)Cn2cnc3c(=O)n(C)c(=O)n(C)c32)c1 | 33 | 1.6 | -6 | 1122 | -2.0% | 5% | 0.5 | 0.3 | -0.42 | . | 0.11 | -0.8% | -0.24 | 11 | i | 5% | .
CC(=O)c1ccc(N2CCN(C(=O)/C=C/c3cccs3)CC2)cc1 | 8 | 4.2 | -1.4 | 1282 | 0.8% | -1% | 0.8 | 1.3 | -0.22 | -1.1 | 0.38 | 0.8% | -0.35 | 0.4 | i | -1% | 1154
O=C(Cn1ccc(=O)[nH]c1=O)Nc1ccc(C(=O)O)c(O)c1 | . | . | 0.32 | 1360 | . | 0% | . | -0.41 | 0.38 | -0.4 | -0.24 | -0.2% | -0.22 | . | . | 3% | 1010
COc1cccc(NC(=S)Nc2cc(C)cc(C)n2)c1 | . | . | -1 | 1422 | . | 4% | . | -0.022 | 0.43 | -1.1 | -0.14 | 0.2% | -0.25 | . | . | 1% | 1319
COc1ccccc1N1CCN(C(=O)c2cc(-c3ccc(Br)cc3)on2)CC1 | . | 2.1 | -0.42 | 920 | 1.7% | 3% | 2.1 | -0.4 | -0.06 | 0.9 | -0.17 | 4.1% | -0.1 | 9.4 | . | -3% | 1111
Cc1cccc(NC(=S)N2CCC(c3nc4ccccc4o3)CC2)c1C | -15 | 2.6 | -0.08 | 1474 | -0.5% | 1% | 1.1 | -0.6 | -0.098 | -2.2 | 0.21 | 12% | -0.13 | 8.9 | i | 14% | 1247
Cc1cc(N)n(-c2ccccc2)n1 | 17 | 3.0 | -0.52 | 1580 | -1.9% | 10% | 1.1 | -1.2 | 0.73 | -0.5 | -0.28 | 0.6% | -0.12 | 5.2 | i | -2% | 1364

Continued, starting with the last 2 of the part before.
structure | Autophagy HCS cell loss 18 h | MT stabilize HCS | Ins promoter up | Ins promoter up cell count | CSM14.1 death rescue | M1AAP inhibition | MT stabilize HCS Hoechst-high % | Dynein transport | Dynein transport cell count | bCat nuc transl | Dynein transport nuclear GR-EGFP | UTI89 phage lysis | Dynein transport cytoplasmic EGFP | MT stabilize HCS cytotoxicity % | Autophagy HCS | P. falciparum M17LAP | bCat nuc transl cell count 5 µM
Cc1cccc(NC(=S)N2CCC(c3nc4ccccc4o3)CC2)c1C | -15 | 2.6 | -0.08 | 1474 | -0.5% | 1% | 1.1 | -0.6 | -0.098 | -2.2 | 0.21 | 12% | -0.13 | 8.9 | i | 14% | 1247
Cc1cc(N)n(-c2ccccc2)n1 | 17 | 3.0 | -0.52 | 1580 | -1.9% | 10% | 1.1 | -1.2 | 0.73 | -0.5 | -0.28 | 0.6% | -0.12 | 5.2 | i | -2% | 1364
CCn1nc(C(=O)OC2CCOC2=O)c2ccccc2c1=O (stereo unspecified) | 10 | 4.8 | 0.35 | 1166 | -1.9% | -1% | 2.2 | 0.37 | -1.1 | -3.6 | -0.35 | 3.2% | 0.51 | 5.7 | i | -3% | 1214
CC1(C)CC(NS(=O)(=O)c2ccccc2)CC(C)(C)N1 | -2 | 1.8 | 1.1 | 1223 | . | -4% | 1.6 | -0.43 | 0.12 | -3.9 | -0.05 | 0.3% | -0.2 | 8.1 | i | -2% | 926
CC(=O)NCC(=O)OC(C(=O)c1ccccc1)c1ccc(Cl)cc1 (stereo unspecified) | 4 | 1.9 | 0.09 | 1301 | -0.1% | -3% | 1.8 | -0.35 | 0.0017 | . | -0.52 | 1.6%[50 µM] | -0.3 | 2.2 | i | -2% | .
COc1cccc(C(=O)NCCC2=CCCCC2)c1OC | 4 | 3.3 | 0.6 | 1361 | 0.9% | 1% | 2.3 | -0.73 | -0.08 | 0.4 | -0.34 | 4.5% | -0.26 | 24 | i | 12% | 1234
CC(=O)c1cn(N(C)c2ncc(C(F)(F)F)cc2Cl)c(=O)[nH]c1=O | 0 | 5.7 | -0.11 | 1204 | -1.8% | 11% | 3.2 | -1.2 | 0.66 | -3.3 | -0.22 | . | -0.3 | 3.2 | i | 2% | 1114
N#CC(c1ccccc1F)(c1ncc(C(F)(F)F)cc1Cl)N1CCOCC1 (stereo unspecified) | 4 | 1.3 | . | . | 2.0% | 8% | 2.0 | -0.45 | 0.29 | . | -0.64 | 1.2% | -0.19 | 6.0 | i | 3% | .
O=C(CN1CCN(c2ccc(F)cc2)CC1)NC(=O)NCc1ccco1 | -2 | 2.1 | -0.01 | 1290 | -2.1% | 3% | 3.1 | -0.5 | 0.98 | -0.3 | -0.3 | -0.3% | -0.2 | 2.0 | i | 11% | 1064
N#CCCN(Cc1cccs1)C(=O)c1ccc(Cl)cc1 | . | . | -0.67 | 1420 | . | 0% | . | -0.052 | 0.3 | 0.6 | -0.28 | 0.1% | -0.26 | . | . | -1% | 1294
Cc1ccc(-c2csc(NC(=O)CSc3nc(C)cs3)n2)cc1 | 0 | 2.6 | . | . | -1.4% | -5% | 2.6 | -0.47 | -0.26 | -2.8 | -0.3 | 0.7% | -0.28 | 6.9 | i | 11% | 526
